Assay outcomes: PubChem, National Center for Advancing Translational Sciences (NCATS)
APEX1 inh: inhibitors of human APE1 endonuclease; recombinant APE1, TAMRA/BHQ-2 abasic DNA cleavage fluorescence; Potency, µM (titrated, usually from 65.8 µM), for the others: top-dose activity change, negative = inhibition, hits mostly inhibitors; 350,000 tested, 0.35% active;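 note: potency is the fitted concentration of half-maximal effect; plate controls were vehicle for no effect and reference inhibitor for full effect; nearly all actives have a fitted effect of over 55% in size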
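Incision of a quenched TAMRA/BHQ-2 THF abasic-site duplex (50 nM) by 0.75 nM APE1, after 15 min compound preincubation, measured as fluorescence increase over three 60 s reads. Values normalized to buffer, DMSO and NSC13755 control wells.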
Pol beta inh: blocks human DNA polymerase beta activity. P06746. Pol beta primer extension/strand displacement, fluorescence kinetic. Potency, µM (doses to about 114 µM), for the others: at the highest dose activity change, negative = inhibition, hits mostly inhibitors. 340,000 tested, 1.3% active; note: potency is the fitted concentration of half-maximal effect; % is set by controls: 0 for no effect and ±100 for the full control effect
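Preincubation: enzyme (10 nM) with compound, 15 min, RT. Reaction: substrate added to 50 nM final. Reads: 0 and 10 min. Analysis: normalized, Hill fit.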
Pol eta inh: blocks human DNA polymerase eta activity. Q9Y253. recombinant Pol eta, fluorescent DNA replication assay. Potency, µM (doses to about 114 µM), for inactives: at the highest dose activity change, negative = inhibition, actives largely listed as inhibitors. 390,000 tested, 1.2% active. AID 588591; note: potency is the fitted concentration of half-maximal effect; % is set by controls: 0 for no effect and ±100 for the full control effect
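Fluorescent replication assay: 50 nM final substrate added after a 15 min room-temperature compound preincubation with 10 nM enzyme. Signal taken at 0 min and again at 10 min.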
RXFP1 antagonist: blocks the human relaxin receptor RXFP1; Q9HBX9; HEK293-RXFP1, relaxin-stimulated cAMP HTRF, 30 min; hits give low values; activity change, negative = inhibition, % at 57.5 µM; 350,000 tested, 0.59% active; AID 1259400;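 active = activity change of -60% or lower, but not beyond a set lower limit; inconclusive = change between -60% and -40%, or beyond the set limit; inactive = change above -40%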; note: % is set by controls: 0 for no effect and ±100 for the full control effect
Pol kappa inh: blocks human DNA polymerase kappa activity | AID 588579 | Potency, µM (titrated, usually from 107 µM), without a hit: top-dose activity, negative = inhibition, hits mostly inhibitors | Q9UBT6 | 400,000 tested, 0.53% active | purified Pol kappa, fluorescent DNA synthesis assay, 10 min; note: potency is the fitted concentration of half-maximal effect; % is set by controls: 0 for no effect and ±100 for the full control effect
Target sequence (Q9UBT6 whole entry, looked up): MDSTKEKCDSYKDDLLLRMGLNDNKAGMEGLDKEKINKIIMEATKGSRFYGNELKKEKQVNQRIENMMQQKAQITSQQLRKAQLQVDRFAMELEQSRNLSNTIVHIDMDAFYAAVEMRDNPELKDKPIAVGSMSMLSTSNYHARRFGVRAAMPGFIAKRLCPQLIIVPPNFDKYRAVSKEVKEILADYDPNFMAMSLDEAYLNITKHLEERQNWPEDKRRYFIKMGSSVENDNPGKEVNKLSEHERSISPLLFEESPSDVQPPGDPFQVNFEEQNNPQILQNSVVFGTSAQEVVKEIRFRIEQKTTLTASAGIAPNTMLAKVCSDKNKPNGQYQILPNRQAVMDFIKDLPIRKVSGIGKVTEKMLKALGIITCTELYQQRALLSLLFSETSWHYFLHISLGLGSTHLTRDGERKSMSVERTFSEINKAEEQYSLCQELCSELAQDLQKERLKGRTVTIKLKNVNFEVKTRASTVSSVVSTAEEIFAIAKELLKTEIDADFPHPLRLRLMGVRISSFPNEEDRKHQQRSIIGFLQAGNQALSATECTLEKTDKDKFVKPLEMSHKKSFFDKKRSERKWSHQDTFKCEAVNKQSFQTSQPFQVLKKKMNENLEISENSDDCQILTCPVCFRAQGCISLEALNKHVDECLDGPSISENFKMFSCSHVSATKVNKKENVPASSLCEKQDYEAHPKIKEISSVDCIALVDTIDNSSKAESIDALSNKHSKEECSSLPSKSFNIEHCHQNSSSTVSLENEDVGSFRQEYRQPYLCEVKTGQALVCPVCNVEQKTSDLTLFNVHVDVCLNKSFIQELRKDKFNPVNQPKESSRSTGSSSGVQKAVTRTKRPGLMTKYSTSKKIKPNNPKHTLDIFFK
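Pol kappa 10 nM + cpd, 15 min RT; start w/ substrate 50 nM final; fluorescence kinetic read, 0 and 10 min. Neg ctrl: buffer, no enzyme.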
PGK inhibitor: inhibitors of T. brucei phosphoglycerate kinase | P07378 | PGK/GAPDH coupled, Kinase-Glo luminescence, 60 min | Potency, µM (titrated, usually from 57.5 µM), for inactives: at the top dose activity change, negative = inhibition, hits mostly inhibitors | 380,000 tested, 0.043% active; note: potency is the fitted concentration of half-maximal effect; % is set by controls: 0 for no effect and ±100 for the full control effect; nearly all actives have a fitted effect of over 60% in size
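Luminescent ATP detection (Kinase-Glo Plus) follows a 60-minute room-temperature incubation, with wells lacking PGK as controls. Buffer: 100 mM TEA (pH 7.6), 5 mM MgCl2, 0.01% Tween-20. Coupling enzyme GAPDH (100 nM final) supplies unstable 1,3-BPG in-well.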
BLM helicase inh: Bloom syndrome helicase (human) inhibition; P54132; 350,000 tested, 0.2% active; Potency, µM (titrated, usually from 56.1 µM), for the others: top-dose activity change, negative = inhibition, most hits filed as inhibitors; recombinant BLM DNA unwinding, fluorescence dequenching;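 note: potency is the fitted concentration of half-maximal effect; plate controls were vehicle for no effect and no enzyme for full effect; nearly all actives have a fitted effect of over 35% in size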
Pol iota inh: blocks human DNA polymerase iota activity. Q9UNA4. Pol iota fluorescent replication assay, 10 min. Potency, µM (series often up to 115 µM), inactives show at the highest dose activity, negative = inhibition, most hits filed as inhibitors. 390,000 tested, 1% active. AID 588590; note: potency is the fitted concentration of half-maximal effect
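Fluorescent replication assay read twice, at 0 min and 10 min after adding 50 nM (final) substrate. Enzyme (10 nM) and compounds were first incubated 15 min at room temperature; enzyme-free buffer wells were negative controls.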
Anesthetic bind: candidate novel general anesthetic via apoferritin binding. Potency, µM (titrated, usually from 77.5 µM), for the others: at the top dose activity change, negative = displacement, actives largely listed as inhibitors. AID 485281. P02791. apoferritin/1-aminoanthracene competitive binding, fluorescence. 350,000 tested, 0.074% active; note: potency is the fitted concentration of half-maximal effect; % is set by controls: 0 for no effect and ±100 for the full control effect; nearly all actives have a fitted effect of over 20% in size
Target sequence (P02791 2-175 limits assumed): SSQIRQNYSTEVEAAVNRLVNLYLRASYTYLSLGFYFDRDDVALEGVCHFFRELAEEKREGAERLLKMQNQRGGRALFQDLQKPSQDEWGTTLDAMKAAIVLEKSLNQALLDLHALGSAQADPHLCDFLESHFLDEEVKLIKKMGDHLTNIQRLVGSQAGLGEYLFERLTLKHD
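Horse-spleen apoferritin (10 uM) in 50% saturated 1-aminoanthracene in PBS was incubated 10 min at room temperature with compound. Fluorescence (ex 380, em 535 nm) was normalized to free and bound 1-AMA, with concentration-response fitted by a four-parameter Hill equation.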
The depositor's hits bear a star; i = inactive; ? = inconclusive; · = not tested or not shown; & = joins results of further samples; [ ] = another dose, or the depositor's remark. Unless noted, calls come from the whole dose curve; as a rule, active = well fitted curve in the direction sought with a large enough effect; inconclusive = small, poorly fitted or top-dose-only effect, or another doubt; inactive = no such curve, though single readings can be large; an effect the other way counts as inactive or inconclusive. An excerpt; rates above refer to the full screens.

1: CCOc1ccc(N(CC)C(=O)CSc2n[nH]c(-c3ccccc3)n2)cc1
2: CCc1nc(SCC(=O)Nc2ccccc2OC)n[nH]1
3: C=CCn1c(SCC(=O)C(C)(C)C)nnc1-c1ccccn1
4: CN(C)C(CNC(C(=O)Nc1ccc(F)cc1)c1ccccc1)c1ccccc1 (stereo not drawn)
5: N#Cc1nc(-c2ccccc2F)oc1N1CCN(C(=O)c2ccco2)CC1
compound no.,1,2,3,4,5
APEX1 inh,·,9%,9%,72%[activator],-7%
Pol beta inh,21%,107%,0%,10%,19%
Pol eta inh,-15%,-28%,-3%,-20%,-9%
RXFP1 antagonist,-9,1,1,-5,-9
Pol kappa inh,-7%[60.1 µM],-12%,1%,-1%,-18%
PGK inhibitor,9%,4%,-5%,-10%,3%
BLM helicase inh,-3%,-4%,-3%,-2%,1%
Pol iota inh,0%,57%[activator],44%[activator],111%[activator],11%
Anesthetic bind,-13%,-7%,-6%,-9%,-9%

6: CCOC(=O)CSc1nnc(-c2cccs2)n1-c1ccccc1
7: CCc1ccc(S(=O)(=O)Nc2ccc(C)c(NS(C)(=O)=O)c2)cc1
8: CN(C(=O)c1ccccc1)C1(C)CCS(=O)(=O)C1 (stereo not drawn)
9: Cc1ccc(CNS(=O)(=O)c2cc3c(cc2C)NC(=O)CO3)cc1
10: O=C(CCN1C(=O)C2C3C=CC(C3)C2C1=O)N1CCN(c2ccc([N+](=O)[O-])cc2)CC1 (stereo not drawn)
compound no.,6,7,8,9,10
APEX1 inh,15%,-3%,4%,33%,9%
Pol beta inh,11%,-3%,88%,29%&-26%,34%
Pol eta inh,0%,0%,-20%,2%&9%,1%
RXFP1 antagonist,-6,0,7,18&15,-6
Pol kappa inh,-8%,3%,-9%,-4%&-7%,-10%
PGK inhibitor,-3%,-2%,-5%,-8%,-4%
BLM helicase inh,-1%,-5%,3%,-1%&-2%,-10%
Pol iota inh,28%,15%,1%,-1%&5%,13%
Anesthetic bind,-15%,-14%,-12%,-12%&14%,-8%

3 of these compounds, set out differently.
Each structure is followed by: APEX1 inh	Pol beta inh	Pol eta inh	RXFP1 antagonist	Pol kappa inh	PGK inhibitor	BLM helicase inh	Pol iota inh	Anesthetic bind
8. CN(C(=O)c1ccccc1)C1(C)CCS(=O)(=O)C1 (stereo not drawn)
→ 4%	88%	-20%	7	-9%	-5%	3%	1%	-12%
9. Cc1ccc(CNS(=O)(=O)c2cc3c(cc2C)NC(=O)CO3)cc1
→ 33%	29%&-26%	2%&9%	18&15	-4%&-7%	-8%	-1%&-2%	-1%&5%	-12%&14%
10. O=C(CCN1C(=O)C2C3C=CC(C3)C2C1=O)N1CCN(c2ccc([N+](=O)[O-])cc2)CC1 (stereo not drawn)
→ 9%	34%	1%	-6	-10%	-4%	-10%	13%	-8%

Continuation.
11: CSc1nc2ccsc2c(=O)n1-c1cccnc1
12: CCOC(=O)/C(C#N)=C/c1cccc(F)c1
13: Nc1nccnc1C(=O)OCC(=O)C12CC3CC(CC(C3)C1)C2
14: CCCC(=O)N1CCN(c2ccc(NC(=S)NC(=O)CC)cc2)CC1
15: COc1cc2c(-c3ccc4cc[nH]c4c3)c(-c3ccsc3)oc(=O)c2cc1OC
compound no.,11,12,13,14,15
APEX1 inh,-2%,3%,-1%,-3%,-1%
Pol beta inh,-3%,43%,·,58%,·
Pol eta inh,-17%,4%,-7%,5%,-22%
RXFP1 antagonist,-3,-9,-7,-15,·
Pol kappa inh,-2%,-6%,-14%,-7%,-1%
PGK inhibitor,-5%,i,2%,-4%,-3%
BLM helicase inh,1%,0%,·,-2%,·
Pol iota inh,7%,77%[activator],28%,9%,23%
Anesthetic bind,-3%,-10%,·,-9%,·

16: N#Cc1sc2nccc(Nc3ccccc3)c2c1N
17: COc1ccc(OC)c(/C=N/NC(=O)CCCC(=O)Nc2cccc(Br)c2)c1
18: Cc1cccc(CSC2=NCCN2C(=O)c2ccc(Br)o2)c1
19: COc1cc(C=O)ccc1OS(=O)(=O)c1ccc(NC(C)=O)cc1
20: CCc1ccc2nc(SCC(=O)N3CCCCC3)c(C#N)cc2c1
compound no.,16,17,18,19,20
APEX1 inh,·,-4%,5%,-7%,·
Pol beta inh,·,-13%,7%,4%,·
Pol eta inh,-20%,-5%,-19%,-17%,0%
RXFP1 antagonist,-4,-8,·,·,5
Pol kappa inh,-9%,-8%,-13%,-2%,-3%
PGK inhibitor,5%,-3%,-2%,15%,i
BLM helicase inh,·,-8%,-4%,-1%,·
Pol iota inh,62%[activator],-3%[58.9 µM],8%,4%,-2%
Anesthetic bind,·,54%[activator],?,-8%,·

21: COc1ccccc1CNC(=O)c1ccc2c(c1)OCO2
22: COCCNC(=O)c1noc2c1CCc1cc(OC)ccc1-2
23: CN(C)CCC(C(=O)c1ccccc1)c1cccnc1 (stereo not drawn)
24: COc1ccc(C(=O)Nc2cccc(NC(=O)c3cccs3)c2)cc1OC
25: CCOC(=O)c1cc(S(=O)(=O)N2CCN(C3CCCCC3)CC2)cn1C
compound no.,21,22,23,24,25
APEX1 inh,14%,2%,·,6%,34%
Pol beta inh,2%,27%,·,-2%,11%
Pol eta inh,0%,-4%,-12%,-4%,-8%
RXFP1 antagonist,-17,12,-4,3,7
Pol kappa inh,-18%,-5%,-6%,-21%,7%
PGK inhibitor,4%,-7%,-1%,-4%,-4%
BLM helicase inh,2%,3%,·,-3%,1%
Pol iota inh,29%,22%,7%,-21%,9%
Anesthetic bind,-17%,-12%,·,-16%,-3%

26: O=C(NN1C(=O)C2C3C=CC([C@@H]2C1=O)C31CC1)c1ccccc1 (stereo partly drawn)
27: CCc1ccc(N2CC(C(=O)Nc3cc(C)on3)CC2=O)cc1 (stereo not drawn)
28: O=C(c1ccc2c(=O)n(Cc3ccc(Cl)cc3)c(=S)[nH]c2c1)N1CCOCC1
29: COc1ccc(N2CCN(C(=O)c3ccc(C)c(NC(=O)c4nsc5ccccc45)c3)CC2)cc1
30: Cn1cc(CC(=O)Nc2cccc(C#N)c2)c2ccccc21
compound no.,26,27,28,29,30
APEX1 inh,1%,-3%,52%[activator],·,13%
Pol beta inh,-4%,-3%,41%,?,1%
Pol eta inh,-21%,-13%,-7%,-7%,?
RXFP1 antagonist,-3,-10,-14,1,-8
Pol kappa inh,-26%,-8%,1%,-8%[60.1 µM],-8%
PGK inhibitor,i,-10%,i,-3%,-1%
BLM helicase inh,0%,-4%,-4%,-9%,-7%
Pol iota inh,-1%,66%[activator],8%,?,-4%
Anesthetic bind,-8%,-20%,-13%,57%[activator],-13%

31: CSc1ccccc1NC(=O)c1c(Br)cnn1C
32: CN(C)C(CNC(=O)c1ccc2nc[nH]c2c1)c1ccccc1 (stereo not drawn)
33: COc1cc(NCc2ccccc2)c2ncn(Cc3ccccc3)c2c1
34: CCCCN(C)C(=O)CS(=O)(=O)Cc1nc(-c2cccc(OC)c2)oc1C
35: COc1ccc(CCN2CC(C(=O)NCCc3ccc(C)cc3)CC2=O)cc1OC (stereo not drawn)
compound no.,31,32,33,34,35
APEX1 inh,-1%,-1%,-20%,?,?
Pol beta inh,6%,49%[activator],·,0%,?
Pol eta inh,-15%,-10%,-18%,-16%,?
RXFP1 antagonist,-9,-4,·,2,10&-1
Pol kappa inh,-1%,10%,-23%,-1%,?
PGK inhibitor,-3%,-10%,8%,2%,?
BLM helicase inh,-1%,-3%,·,3%,-8%&-4%
Pol iota inh,12%,11%,-5%,-25%,79µM*
Anesthetic bind,-11%,-3%,·,-10%,-1%&-5%

Look-ups from above.
Entry for #34 under Anesthetic bind: -10%
Entry for #33 under PGK inhibitor: 8%
Entry for #35 under BLM helicase inh: -8%&-4%

More records follow:
36: O=C(COC(=O)c1nc(Cl)ccc1Cl)Nc1ccc(Cl)cc1
37: Cc1cccc(CSc2nc3c(c(-c4cccs4)c2C#N)CN(C)CC3)c1
38: Nc1ccc(S(=O)(=O)NN=Cc2ccccc2[N+](=O)[O-])cc1
39: Cc1nn(-c2ccccc2)c(-c2ccccc2)c1C(=O)O
40: O=C(CCn1c(=O)c2cccn2c2cccnc21)NCc1cccc(Br)c1
compound no.,36,37,38,39,40
APEX1 inh,-3%,-6%,·,-2%,·
Pol beta inh,·,?,·,19%,14%
Pol eta inh,-17%,-23%,-22%,-4%,-2%
RXFP1 antagonist,-2,-26,6,-12,0
Pol kappa inh,-2%,-19%,-12%,-9%,5%
PGK inhibitor,-8%,-6%,4%,-2%,-5%
BLM helicase inh,·,-4%,·,1%,-7%
Pol iota inh,14%,0%,67%[activator],-9%,14%
Anesthetic bind,·,?,·,-6%,-9%

41: CC1(C)CN(c2ccc(C(=O)c3ccccc3)cc2)C1=O
42: CN(C(=O)CSc1nc2sc3c(c2c(=O)n1C)CCC3)C1CCS(=O)(=O)C1 (stereo not drawn)
43: CCOc1ccc(CN(C)C(=O)c2ccc(S(=O)(=O)N(C)c3ccccc3OC)cc2)cc1
44: C[N+]1(C)CCC(=C2c3ccccc3CC(=O)c3sccc32)CC1
45: O=C(COc1ccccc1)NCC1(N2CCCCC2)CCCCC1
46: CC1CCCCN1C(=O)CSCC(=O)Nc1nc(-c2cccs2)cs1 (stereo not drawn)
47: Cc1ccc2c(=O)cc(C(=O)N(Cc3ccc(N(C)C)cc3)C3CCS(=O)(=O)C3)oc2c1 (stereo not drawn)
48: Cc1ccc(C(=O)NC2CC3CCCC(C2)N3C(=O)NC2CCCCC2)cc1 (stereo not drawn)
compound no.,41,42,43,44,45,46,47,48
APEX1 inh,4%,-23%,-7%,3%,1%,1%,·,-2%
Pol beta inh,-1%,·,·,7.9µM*,-13%,0%,-15%,14%
Pol eta inh,-9%,-5%,-10%,-6%,-11%,-16%,1%,·
RXFP1 antagonist,-7,-10,-6,0,-14,-1,-18,·
Pol kappa inh,-6%,8%,-20%,-6%,-5%,-1%,-16%,·
PGK inhibitor,-10%,-9%,6%,i,-3%,0%,-3%,·
BLM helicase inh,-3%,·,·,7%,1%,2%,0%,-10%
Pol iota inh,27%,8%,3%,16µM*,39%[activator],22%,4%,·
Anesthetic bind,-4%,·,·,-11%,-6%,?,?,1%
